Screening data from PubChem BioAssay.
CHRM4 PAM: potentiates acetylcholine response at human M4 receptor | P08173 | CHO-K1 hM4/Gqi5, Fluo-8 calcium fluorescence, ACh EC20; 0% = ACh EC20, 100% = maximal ACh | activation, % at 3 µM | 360,000 tested, 0.4% active;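 active = activation above its plate's cutoff, the mean activation of sample wells plus 3 SD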; note: some results filed as inactive read as strong as hits
Target sequence (P08173 whole entry, looked up): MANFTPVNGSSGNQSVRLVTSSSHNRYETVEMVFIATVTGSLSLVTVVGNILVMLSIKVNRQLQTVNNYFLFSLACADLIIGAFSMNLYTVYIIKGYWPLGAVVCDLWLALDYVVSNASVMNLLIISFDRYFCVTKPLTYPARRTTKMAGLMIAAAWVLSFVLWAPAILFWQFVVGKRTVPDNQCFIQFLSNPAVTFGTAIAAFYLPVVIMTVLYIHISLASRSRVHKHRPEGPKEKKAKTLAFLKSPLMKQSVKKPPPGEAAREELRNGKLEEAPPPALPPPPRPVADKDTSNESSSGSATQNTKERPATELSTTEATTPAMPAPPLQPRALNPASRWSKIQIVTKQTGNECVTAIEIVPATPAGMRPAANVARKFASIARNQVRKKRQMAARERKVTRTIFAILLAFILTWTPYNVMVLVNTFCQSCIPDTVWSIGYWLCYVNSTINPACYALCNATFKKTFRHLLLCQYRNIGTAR
CRFBP-R2 agonist: agonists of human CRF-binding protein/CRF-R2 receptor complex; activation, % at 13.2 µM; 350,000 tested, 0.46% active; HEK293 CRF-R2/CRF-BP, calcium dye fluorescence (FLIPR); percent of saturating CRF peptide response;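 active = activation of at least 50%, plus an integration ratio under a set limit after plate pattern correction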;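 note: plate controls were neutral control wells without compound for no effect and CRF at EC100 for full effect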
M4 ag: CHRM4 agonism in calcium assay; P08173; CHO-K1 hM4/Gqi5, Fluo-8 calcium fluorescence; vehicle 0%, full acetylcholine response 100%; activation, % at 3 µM; 360,000 tested, 0.14% active; AID 624127;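 active = activation above the run mean over all test wells plus 3 SD, cut at about 32% in these data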;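 note: peak over basal fluorescence ratio per well then scaled between controls; 0% = DMSO wells and 100% = acetylcholine at EC100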
M5 ag: CHRM5 agonism in calcium assay. P08912. CHO-K1 hM5 cells, Fluo-8 calcium fluorescence; 0% DMSO wells, 100% maximal acetylcholine response. activation, % at 3 µM. 360,000 tested, 0.19% active. AID 624037;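 active = activation above the run's mean over test compounds plus 3 SD, cut at about 23% in these data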;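 note: signal is peak over basal fluorescence ratio across the kinetic read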
M1 PAM: positive allosteric modulators of human M1 muscarinic receptor; CHO-K1 hM1, Fluo-8 calcium fluorescence, ACh EC20; 0% = ACh EC20, 100% = maximal ACh; activation, % at 3 µM; 360,000 tested, 0.088% active; AID 588819; in the data active = activation above about 19%, passing the limit was not always enough
Target sequence (P11229 whole entry, looked up): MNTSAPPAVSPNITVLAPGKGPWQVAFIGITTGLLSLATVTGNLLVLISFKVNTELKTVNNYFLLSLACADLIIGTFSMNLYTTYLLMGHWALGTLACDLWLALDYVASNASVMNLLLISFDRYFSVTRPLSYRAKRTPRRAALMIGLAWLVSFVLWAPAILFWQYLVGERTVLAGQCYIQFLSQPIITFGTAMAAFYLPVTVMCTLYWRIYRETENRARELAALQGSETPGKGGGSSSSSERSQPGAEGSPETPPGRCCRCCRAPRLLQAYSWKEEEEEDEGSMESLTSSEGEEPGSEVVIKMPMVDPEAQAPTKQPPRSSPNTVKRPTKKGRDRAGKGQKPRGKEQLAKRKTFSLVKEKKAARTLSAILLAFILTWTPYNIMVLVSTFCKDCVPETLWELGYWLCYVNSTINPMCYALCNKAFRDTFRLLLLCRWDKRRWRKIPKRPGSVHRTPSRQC
M4 antag: CHRM4 antagonism in calcium assay. P08173. CHO-hM4 cells, ACh EC80, Fluo-8 calcium fluorescence. inhibition, % at 3 µM. 360,000 tested, 0.73% active. AID 624125;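 active = inhibition above its plate's cutoff, the mean inhibition of sample wells plus 3 SD, cut at about 27% in these data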;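 note: 0% = acetylcholine EC80 with DMSO and 100% = DMSO without agonist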
M1 antag: blocks human M1 muscarinic receptor | inhibition, % at 3 µM | P11229 | AID 588852 | 360,000 tested, 1.3% active | CHO-K1 hM1, Fluo-8 calcium fluorescence, ACh EC80 antagonist;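 active = percent inhibition above its own plate's cutoff, namely the mean of that plate's compound wells plus 3 SD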;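 note: peak over basal fluorescence ratio during 140 s after agonist addition; 0% = ACh EC80 plus DMSO and 100% = DMSO alone without agonist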
CHRM5 PAM: positive allosteric modulators of human muscarinic M5 receptor | P08912 | CHO-K1 hM5, Fluo-8 calcium, ACh EC20 PAM; 0% = ACh EC20, 100% = ACh EC100 | activation, % at 3 µM | 360,000 tested, 0.3% active | AID 624038;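 active = activation above the run cutoff, the mean activation of all test compounds plus 3 SD, cut at about 18% in these data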
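System: CHO-K1 cell line with stable human muscarinic M5 receptor expression | Also added: EC20 acetylcholine as agonist stimulus | Compound: One concentration, 3 µM final (nominal) | Timing: Fluo-8 loading 80 min at 37 °C plus 30 min room temperature | Measured by: Fluo-8 calcium dye fluorescence, kinetic read | Read-out basis: % activation, ACh-normalized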
CHRM5 antagonist: CHRM5 antagonism in calcium assay; P08912; CHO-hM5 cells, Fluo-8 calcium fluorescence, ACh EC80; inhibition, % at 3 µM; 360,000 tested, 0.59% active; AID 624040;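 active = inhibition above a per-plate cutoff, the mean of that plate's test compounds plus 3 SD, cut at about 27% in these data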;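 note: 0% = acetylcholine EC80 with DMSO and 100% = DMSO without agonist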
* marks the source's active call; other numbers are inactive results; / = no result given. Random draw from the library; about 2.8% have a hit in one of these screens.

SMILES	CHRM4 PAM	CRFBP-R2 agonist	M4 ag	M5 ag	M1 PAM	M4 antag	M1 antag	CHRM5 PAM	CHRM5 antagonist
CC1=CC2=C(OC1N(C)C)c1cccc3cccc(c13)C2=O (centres undefined)	8	6.4	1	-1	1	-2	1	-4	3
Cc1ccc(C(=O)Nc2ccccc2Oc2ccccc2)o1	-6	-0.1	-2	-4	7	-3	-12	-1	-2
COc1cc(/C=C2/SC(=S)N(CC(=O)O)C2=O)ccc1OC(=O)c1ccco1	0	-0.9	3	0	6	10	3	-3	17
COc1c(C)cc(C(=O)C2CCCN(C(=O)c3cc4nc(C)cc(C)n4n3)C2)cc1C (centres undefined)	4	2.8	1	-1	9	4	-9	0	7
COc1ccc(-c2csc(C3=C(O)CN(Cc4ccc(S(N)(=O)=O)cc4)C3=N)n2)cc1OC	0	-0.2	0	-1	10	0	-17	-1	-1
COc1ccc(CCC(=O)NCCCNC(=O)CCc2ccc(OC)cc2)cc1	8	-2.4	1	-1	10	-6	-7	7	-7
COCCN(C)C(=O)CCc1nnc(Cc2ccc(-c3ccccc3)cc2)o1	-3	0.7	2	0	13	4	-6	8	-1
O=C(NCCc1ccc(S(=O)(=O)N2CCCC2)cc1)c1cccs1	-11	-0.2	2	-2	1	9	1	-4	3
CCC(Sc1ncccc1C(=O)OCCN1CCCC1=O)C(=O)NCc1ccco1 (centres undefined)	-4	0.4	0	1	-1	1	4	4	-8
CNC(=O)c1cc(C(=O)c2ccccc2Br)c[nH]1	1	2.3	1	1	13	-4	-22	3	3
O=C(CCSc1nnc(-c2ccncc2)o1)Nc1ccccc1Cl	2	0.9	1	1	1	-2	4	-1	1
COc1cccc(-n2c(C)cc(/C=C3/C(=N)N4C(=NC3=O)SN=C4S(C)(=O)=O)c2C)c1	16	29	2	1	-4	0	-7	0	-3
C/C(=N\NC(=O)c1ccccc1O)c1ccc(NC(=O)Cc2ccccc2)cc1	-2	-1.7	0	-5	-4	3	4	-9	24
Cc1cc(/C=C(\C#N)C(=O)O)c(C)n1CC1CCCO1 (centres undefined)	6	6.0	1	-2	10	-9	-11	0	-9
COc1cc(C2C(C(N)=O)=C(C)Nc3nc(CCCO)nn32)cc(OC)c1OC (centres undefined)	9	0.9	2	1	15	-9	-17	-1	-3
Cc1cc(OCC(=O)O/N=C(\N)c2ccccc2)cc(C)c1Cl	4	1.5	0	2	4	2	-6	1	-10
CCCCOCCCNC(=O)CN1C(=O)c2ccccc2C1=O	1	-1.5	1	2	0	-1	-15	-8	5
CCc1cccc(NC(=O)C2CCCN(S(=O)(=O)c3cccs3)C2)c1 (centres undefined)	-1	1.1	10	-1	1	-4	8	-4	13
Cc1ccc(C(=O)Cc2ccccc2)cc1	-2	-2.6	-1	-8	0	-23	-9	7	-9
O=C(CSc1nc2ccccc2n1CC(=O)NCc1ccccc1)NCc1ccco1	1	-1.0	2	-1	10	12	-12	-5	3
Cc1cc(C(=O)Nc2nc(-c3ccccn3)cs2)ccc1[N+](=O)[O-]	-6	0.4	5	2	8	-2	2	1	4
CCOC(=O)C1CCCN(C(=O)C2CCN(S(=O)(=O)N3CCC4(CC3)OCCO4)CC2)C1 (centres undefined)	1	-1.1	0	4	4	3	-28	0	-3
CN(C)NC(=S)Nc1ccc(S(=O)(=O)N2CCCCC2)cc1	5	1.9	2	-2	2	-11	-1	4	-8
O=C(Nc1cccc(-n2cnnn2)c1)c1ccncc1	12	0.6	1	2	3	-4	-2	7	0
COc1ccc(Cn2ccnc2SCC(=O)Nc2ccccc2F)cc1	0	-1.9	2	-1	3	-2	-9	3	1
O=C(NNC(=O)c1ccccc1Br)c1ccc(Cl)c(Cl)c1	6	0.6	2	0	8	-1	-9	3	-3
CCOc1ccccc1OCCCC(=O)Nc1ccc(S(=O)(=O)Nc2cc(C)nc(C)n2)cc1	1	-2.5	1	2	-1	1	10	-6	2
Oc1ccccc1-c1ccn[nH]1	8	-0.7	0	0	13	-9	-20	3	0
CCOC(=O)CC1=NN(c2ccccc2)C(=O)C1	-1	2.4	1	0	6	-8	-7	-12	11
O=C1NC[C@@H](CCCCN2C[C@H](Cc3ccc(O)cc3)N(CCC3CCCCC3)C(=O)C2=O)N(CCC2CCCCC2)C1=O	2	/	3	0	/	2	/	-1	6
CCCC(=O)Nc1cc(C)c(NC(=O)C23CC4CC(CC(C4)C2)C3)cn1	-3	4.2	1	-4	4	-2	-8	-1	-5
O=C1COCC(=O)N1CCc1c[nH]c2ccccc12	0	4.3	0	2	6	-11	-13	-1	-2
CC(C)(C)NC(=O)c1cccc(NC(=O)Cc2cccs2)c1	5	-1.6	2	6	9	0	-11	1	6
C#Cc1ccc([C@@H]2C=C(C(=O)N3CCOCC3)O[C@H](OCC)[C@H]2CCCO)cc1	6	-3.6	1	4	4	5	0	-3	7
COC(=O)CSc1nnc(-c2ccccc2OC)o1	-3	0.5	0	0	9	10	-8	-1	-5
COCCn1c(=O)[nH]c(=O)c2c(C(F)(F)F)cc(-c3cccs3)nc21	-1	0.0	1	-1	5	6	-8	-2	1
CCn1ncc(C2=NOC(C(=O)Nc3c(C)nn(Cc4ccc(F)cc4)c3C)C2)c1C (centres undefined)	1	0.2	5	5	-4	-5	8	0	7
COc1ccc(C(OCC(O)CNCCc2ccc(S(N)(=O)=O)cc2)c2ccc(OC)cc2)cc1 (centres undefined)	-6	-4.9	1	-6	-11	7	18	-8	8
CC(=O)N/N=C(\C)c1cccc(C(F)(F)F)c1	17	0.0	0	-5	6	-16	-14	12	-6
Fc1ccccc1NC(=S)NN(Cc1ccccc1)c1ccccc1	0	1.5	-3	-2	-9	-4	16	-3	5
Cc1ccc(-n2c(-c3ccccc3)c[nH]c2=S)cc1	-5	-2.0	0	-4	-4	-6	1	-1	-2
Cc1[nH]c2ccccc2c1CCN(Cc1cccnc1)C(=S)Nc1ccc(F)cc1	-10	0.0	3	-1	-3	-1	8	-8	0
COc1ccc(C(=O)NC(=S)N2CCC(C)CC2)cc1	0	-0.2	0	-6	10	-4	-15	-8	0
CCCn1nc(C(=O)OCC(=O)NC(C)c2ccccc2)c2ccccc2c1=O (centres undefined)	-14	-1.6	17	2	-9	1	27	-13	15
CCOc1ccc2nc(SCC(=O)c3ccc(O)cc3O)sc2c1	-6	1.0	1	-3	6	13	-3	1	-2
O=C(NCC1CCCO1)c1ccc(Br)c(S(=O)(=O)N2CCOCC2)c1 (centres undefined)	9	1.4	2	1	2	-14	-2	-1	-8
CCOCCCNS(=O)(=O)c1ccc2c(c1)OCCO2	5	-0.3	1	-4	10	-8	-10	-4	-9
CC1(C)C(c2cccs2)=[N+]([O-])C2(CCCCC2=O)N1O (centres undefined)	4	-0.5	5	-1	-1	-3	7	-12	7
O=C(NCCc1cnc[nH]1)c1ccc(-c2ccccc2)cc1	1	2.9	2	-2	6	-14	-9	2	-4
CCOc1ccccc1N1CC(C(=O)Nc2cc(S(C)(=O)=O)ccc2Cl)CC1=O (centres undefined)	5	-0.2	2	-3	7	-2	-9	1	1
CN1CC=C2C(C#N)=C(N)C(C#N)(C#N)C(Cc3ccccc3)C2C1 (centres undefined)	-2	20	3	-3	6	0	-2	6	-1
Cc1ccc(F)cc1-c1nc(NC(C)C)nc2cc(-c3ccccc3)sc12	0	/	-1	-2	-6	-4	1	-1	1
COc1cc(OC)c(C2C3=C(CCCC3=O)Nc3nc4ccccc4n32)cc1OC (centres undefined)	8	-0.2	-1	0	7	2	-7	-2	4
Cc1ccc(C(=O)NCC(C)NC(=O)c2ccc(C)c(C)c2)cc1C (centres undefined)	3	0.4	2	-3	8	-13	-11	3	4
CC(=O)Oc1ccc(C(=O)Nc2cccc(C(=O)c3cccc(NC(=O)c4ccc(OC(C)=O)cc4)c3)c2)cc1	-4	-1.1	4	3	4	6	9	-4	-6
CCOc1cc(OCC)nc(S(C)(=O)=O)n1	2	-0.3	0	-1	0	-1	0	-3	4
COC[C@H]1CCCN1[C@@H]1CS(=O)(=O)N[C@H]1COCc1ccccc1	-1	/	0	1	4	-1	4	3	-7
COc1ccc(C(C)(C)C)cc1NC(=O)Cn1cnnn1	3	-1.0	1	-5	10	-7	-16	-6	-2
COc1ccccc1NC1=NCC(=O)N1Cc1ccccc1	3	0.3	1	0	1	-6	-3	4	7
O=C1NN(c2ccccc2)C(=O)/C1=C\c1ccccc1	0	1.8	0	-1	15	2	-27	6	1

One compound at a time (already shown). Order of screens: CHRM4 PAM | CRFBP-R2 agonist | M4 ag | M5 ag | M1 PAM | M4 antag | M1 antag | CHRM5 PAM | CHRM5 antagonist
`COc1cc(OC)c(C2C3=C(CCCC3=O)Nc3nc4ccccc4n32)cc1OC` (centres undefined) across the screens: 8 | -0.2 | -1 | 0 | 7 | 2 | -7 | -2 | 4
`O=C(NCC1CCCO1)c1ccc(Br)c(S(=O)(=O)N2CCOCC2)c1` (centres undefined) across the screens: 9 | 1.4 | 2 | 1 | 2 | -14 | -2 | -1 | -8
`COC[C@H]1CCCN1[C@@H]1CS(=O)(=O)N[C@H]1COCc1ccccc1` across the screens: -1 | / | 0 | 1 | 4 | -1 | 4 | 3 | -7
`CCOc1ccccc1N1CC(C(=O)Nc2cc(S(C)(=O)=O)ccc2Cl)CC1=O` (centres undefined) across the screens: 5 | -0.2 | 2 | -3 | 7 | -2 | -9 | 1 | 1

(more compounds)
SMILES	CHRM4 PAM	CRFBP-R2 agonist	M4 ag	M5 ag	M1 PAM	M4 antag	M1 antag	CHRM5 PAM	CHRM5 antagonist
CNC(=S)NCc1ccc2[nH]c(C)cc2c1	5	-0.3	0	-3	14	-3	-3	18*	1
COc1ccc(NC(=O)Cn2ncn3nc(-c4ccc(OC)cc4)cc3c2=O)cc1	3	1.6	-1	-4	7	0	-8	2	-7
COc1cc(NC(=S)N2CCN(C(=O)c3ccco3)CC2)c(OC)cc1Cl	6	-0.5	1	-5	1	-7	-6	1	11
FC(F)(F)c1ccccc1C1=CC(c2ccccc2)n2ncnc2N1 (centres undefined)	-2	1.2	1	-1	9	-4	-8	8	7
COc1ccc(NC(=O)CSc2nnc(-c3cccnc3)n2Cc2ccco2)c(OC)c1	-2	-0.7	1	-2	8	6	-15	6	-1
COC(=O)c1ccc2c(c1)N(C)C(=O)CS2	-4	-0.2	1	-3	-1	4	0	-2	5
Cc1ccc2nc(C)c(C(=O)NN=C3CCN(C)CC3)n2c1	2	3.2	2	0	9	-7	-15	5	8
Cc1ccc(C(=O)OCC(=O)NCCNC(=O)COC(=O)c2ccc(C)s2)s1	2	0.8	0	1	5	-3	-7	3	0
CC(C)Cc1ccc(CN2CCCC(NC(=O)c3ccnn3C)C2)cc1 (centres undefined)	4	0.1	9	-1	-10	-9	-5	-9	9
CCOCCCNC(=O)C(c1ccc(OC)cc1)N(Cc1cccs1)C(=O)CNC(C)=O (centres undefined)	-1	-0.3	0	0	5	-4	-5	-1	12
O=C(CSc1nc2ccccc2c(=O)n1NC(=O)Cc1ccccc1)NCc1ccccc1Cl	-5	0.1	6	-5	-1	2	2	-7	6
Cc1ccc2c(C)c(C(=O)Nc3nnc(C)s3)oc2c1	-5	-2.5	0	5	6	6	0	-4	5
CCC12C(=O)C(CC)(C(c3ccccc3)=C1c1ccccc1)[C@@H]1C(=O)N(c3ccccc3)C(=O)C12 (some centres undefined)	4	10	-1	-5	4	-18	-17	-2	-2
